PfHsp90 yeast 2 = growth inhibition of yeast expressing Plasmodium Hsp90; inhibition, % at 9.4 µM; 310,000 compounds, 0.32% hits; AID 504621; S. cerevisiae expressing PfHsp90, BacTiter-Glo ATP, 48 h; yeast lacking PDR1 and PDR3 efflux regulators;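 active means every replicate shows inhibition above about 80%, whatever the replicate mean, limit read from the data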;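 further: 0% = DMSO neutral controls and 100% = 20 µM radicicol positive controls; yeast relying on Plasmodium falciparum Hsp90 in place of its own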
DAGLB inhibitor = blocks human DAGLB lipase activity; Q8NCG7; HEK293T DAGLB membrane lysate, EnzChek fluorogenic substrate; inhibition, % at 5.17 µM; 340,000 compounds, 0.059% hits; in the data active means inhibition above about 34%;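 further: 0% = enzyme with vehicle and 100% = wells lacking enzyme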
Target sequence (Q8NCG7 whole entry, looked up): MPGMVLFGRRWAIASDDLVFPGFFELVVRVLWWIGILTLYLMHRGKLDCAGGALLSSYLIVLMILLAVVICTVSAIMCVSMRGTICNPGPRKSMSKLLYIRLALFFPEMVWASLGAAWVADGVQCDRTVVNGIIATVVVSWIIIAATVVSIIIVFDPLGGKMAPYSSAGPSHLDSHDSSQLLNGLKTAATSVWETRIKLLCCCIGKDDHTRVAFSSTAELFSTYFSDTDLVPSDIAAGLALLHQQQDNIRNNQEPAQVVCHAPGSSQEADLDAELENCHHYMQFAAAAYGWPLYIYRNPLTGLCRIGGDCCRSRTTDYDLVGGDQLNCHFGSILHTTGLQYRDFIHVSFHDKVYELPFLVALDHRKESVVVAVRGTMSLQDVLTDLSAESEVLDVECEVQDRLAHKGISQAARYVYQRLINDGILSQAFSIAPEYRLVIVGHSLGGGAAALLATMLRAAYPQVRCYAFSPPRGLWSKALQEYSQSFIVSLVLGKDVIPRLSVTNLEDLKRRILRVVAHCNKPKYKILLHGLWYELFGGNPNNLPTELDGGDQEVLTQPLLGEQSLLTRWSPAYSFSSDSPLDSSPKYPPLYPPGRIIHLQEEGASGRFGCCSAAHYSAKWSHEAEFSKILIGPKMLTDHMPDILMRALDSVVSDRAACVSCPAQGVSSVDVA
Ecoli viability = counter-screen for AddAB inhibitors: E. coli growth inhibition; E. coli V3065 growth, OD600 absorbance, 18 h; 330,000 compounds, 0.27% hits; inhibition, % at 11.9 µM; AID 449728;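 active means inhibition above the campaign's mean inhibition across all tested compounds plus 3 SD, cut at about 9.9% in these data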;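 further: uninfected addAB+ strain grown without phage in ampicillin broth; 0% = DMSO wells and 100% = ciprofloxacin 0.95 µg/ml wells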
PvdQ inh = P. aeruginosa PvdQ acylase inhibition; purified PvdQ acylase, fluorescence plate reader; inhibition, % at 10 µM; 340,000 compounds, 0.063% hits; AID 488965; in the data active means inhibition above about 30%, passing the limit was not always enough;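 further: 0% = vehicle neutral wells and 100% = reference inhibitor wells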
AddAB inh = less growth of phage-infected E. coli with AddAB | E. coli expressing H. pylori AddAB, absorbance growth | inhibition, % at 11.9 µM | 330,000 compounds, 0.29% hits; in the data active means inhibition above about 12%;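 further: 0% = vehicle wells of infected cells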
CAL PDZ inh = blocks peptide binding to human CAL PDZ domain; Q9HD26; purified CAL PDZ, TMR-peptide fluorescence polarization, 1 h; inhibition, % at 20 µM; 330,000 compounds, 0.02% hits; AID 504414;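 active means highest replicate inhibition of at least 40%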;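 further: plate controls were DMSO neutral control wells for no effect and unlabeled competitor peptide control wells for full effect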
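Read-out basis: mP drop reported as inhibition | Assay system: Tagged CAL PDZ protein CerCALP, purified | Benchmarks: Unlabelled peptide for full inhibition, DMSO wells as neutral | Schedule: 1 h incubation at room temperature before polarization reading | Buffer or medium: Sodium phosphate/NaCl buffer pH 7.4 with TCEP, IgG, Thesit | Doses: Single point, 20 µM | Measured by: Fluorescence polarization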
Wnt bcat act = Wnt/beta-catenin pathway activation; Wnt/beta-catenin reporter cell assay, activator, plate reader; activation, % at 9.35 µM; AID 743398; 300,000 compounds, 1.2% hits; in the data active means activation above about 30%, passing the limit was not always enough;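 further: 0% = neutral control wells and 100% = positive control wells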
Rtt109 Vps75 = C. albicans Rtt109 histone acetyltransferase inhibition | 330,000 compounds, 0.16% hits | inhibition, % at 34.9 µM | Q5AAJ8 | purified Rtt109/Vps75, ThioGlo CoA-SH fluorescence, 4 h;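 active means inhibition of at least 50% in every replicate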
Target sequence (Q5AAJ8 whole entry, looked up): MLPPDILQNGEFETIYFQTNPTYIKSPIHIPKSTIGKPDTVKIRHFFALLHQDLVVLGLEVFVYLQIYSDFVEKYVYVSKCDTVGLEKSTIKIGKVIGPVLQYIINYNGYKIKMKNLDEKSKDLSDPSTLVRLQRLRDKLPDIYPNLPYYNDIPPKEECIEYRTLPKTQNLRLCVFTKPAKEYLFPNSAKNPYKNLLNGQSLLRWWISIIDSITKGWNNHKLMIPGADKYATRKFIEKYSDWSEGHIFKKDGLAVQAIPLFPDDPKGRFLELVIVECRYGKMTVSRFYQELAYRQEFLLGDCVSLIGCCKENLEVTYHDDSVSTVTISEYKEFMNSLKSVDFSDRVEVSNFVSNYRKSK
phage Ecoli inh = E. coli growth loss with phage present | inhibition, % at 11.9 µM | 360,000 compounds, 0.26% hits | AID 651602 | growth absorbance; in the data active means inhibition above about 11%
Tat export inh = blocks Tat-dependent protein export in E. coli; E. coli MC4100 TorA-mCherry Tat export, fluorescence; inhibition, % at 10 µM; 340,000 compounds, 0.036% hits;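 active means mean replicate inhibition at least 50% and at least half of replicates individually reaching 50%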;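 further: exported cargo escapes ClpAP degradation while cytoplasmic cargo is degraded and loses fluorescence; 0% = median of neutral control wells and 100% = median of NaSCN control wells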
* hit, by the source's call; . = not tested or not shown.

Structure,Tat export inh,PvdQ inh,AddAB inh,Wnt bcat act,Rtt109 Vps75,phage Ecoli inh,Ecoli viability,DAGLB inhibitor,CAL PDZ inh,PfHsp90 yeast 2
O=S(=O)(NCc1ccccc1Cl)c1cnc[nH]1,-9,-10,-1.2,1,-19,0.6,-0.2,-1,-1.1,-19
CCOC(=O)C1CCN(C(=O)Nc2ccc(OCc3ccccc3)cc2)CC1,3,-7,2.9,2,5,3.9,1.7,-2,-1.1,-4
COC(=O)C1=C2SC(C)C(=O)N2C(N)=C(C#N)C1c1ccc(OC)c(OC)c1 (configuration not stated),-4,-14,-1.0,.,-2,2.1,0.2,0,-0.4,-7
COc1cc(-c2cc(-c3nnco3)c3ccccc3n2)cc(OC)c1OC,-3,6,0.4,2,-7,2.1,1.4,-5,-1.7,.
O=C(Nc1cccc(S(=O)(=O)Nc2ccc(Cl)cc2)c1)c1ccc(Cl)nc1,-2,-8,3.7,12,14,4.1,2.6,3,-3.2,-12
CCOc1ccccc1-n1c(SCC(N)=O)nnc1-c1ccccc1,-5,14,1.0,.,18,0.2,0.8,1,0.7,-13
O=C(Nc1ccc(C(=O)N2CCOCC2)cc1)c1cccs1,9,-10,1.9,1,-3,3.4,-1.5,1,-4.0,-1
Cn1c(Br)nc2c1c(=O)n(Cc1ccccc1)c(=O)n2C,-3,-17,0.8,2,0,0.4,-0.1,-2,-0.5,-1
Cc1cccc(N2CC(C(=O)Nc3nnc(SCC(=O)NCC4CCCO4)s3)CC2=O)c1 (configuration not stated),2,-9,0.2,-1,10,0.2,2.3,4,5.1,-9
CC1CN(S(=O)(=O)c2cc(C(=O)NCCC3=CCCCC3)ccc2Cl)CC(C)O1 (configuration not stated),5,-7,2.2,-1,1,2.6,0.2,-5,-0.7,-4
O=C(CSc1cccc(C(F)(F)F)c1)NCc1ccccc1,0,1,-0.8,-3,7,4.9,1.7,-2,0.1,0
CCOc1ccc(OCCCCn2ccnc2)cc1,7,11,0.6,2,5,2.9,-0.4,-4,-0.6,22
COC(=O)C1=C(C)N(CCCC(=O)O)C(=O)NC1c1ccc2c(c1)OCO2 (configuration not stated),-3,-12,2.8,1,0,3.0,-2.2,-2,-1.0,-15
CCC1(c2ccc(Cl)cc2)NC(=O)N(CC(=O)NC2CCCCCC2)C1=O (configuration not stated),-1,-2,.,3,14,1.0,.,1,-1.1,-7
CCc1nc(OCC(=O)c2ccccc2)c(C#N)c2c1COC(C)(C)C2,3,-6,1.9,.,-6,3.1,0.2,-7,-0.5,-9

Given as labelled records: 2 of the compounds above
> Cc1cccc(N2CC(C(=O)Nc3nnc(SCC(=O)NCC4CCCO4)s3)CC2=O)c1 (configuration not stated)
  Tat export inh: 2
  PvdQ inh: -9
  AddAB inh: 0.2
  Wnt bcat act: -1
  Rtt109 Vps75: 10
  phage Ecoli inh: 0.2
  Ecoli viability: 2.3
  DAGLB inhibitor: 4
  CAL PDZ inh: 5.1
  PfHsp90 yeast 2: -9
> CC1CN(S(=O)(=O)c2cc(C(=O)NCCC3=CCCCC3)ccc2Cl)CC(C)O1 (configuration not stated)
  Tat export inh: 5
  PvdQ inh: -7
  AddAB inh: 2.2
  Wnt bcat act: -1
  Rtt109 Vps75: 1
  phage Ecoli inh: 2.6
  Ecoli viability: 0.2
  DAGLB inhibitor: -5
  CAL PDZ inh: -0.7
  PfHsp90 yeast 2: -4

Next records follow:
Structure,Tat export inh,PvdQ inh,AddAB inh,Wnt bcat act,Rtt109 Vps75,phage Ecoli inh,Ecoli viability,DAGLB inhibitor,CAL PDZ inh,PfHsp90 yeast 2
CCOC(=O)N1CCC(Nc2c(NCCCN3CCN(c4ccc(OC)cc4)CC3)c(=O)c2=O)CC1,9,-7,2.9,34*,1,0.7,-3.1,-1,0.0,17
CC(C)(O)C#Cc1ccc(C(=O)N2CCN(C(=O)c3ccco3)CC2)cc1,0,-17,2.8,-3,28,1.9,-1.6,2,-2.7,1
O=C1NN(c2ccccc2)C(=O)/C1=C/c1cccs1,.,.,2.3,-2,.,3.6,-3.0,.,.,.
COc1ccc(-c2cc(N)n(S(=O)(=O)Cc3ccccc3)n2)c(OC)c1,0,-12,-1.2,-2,2,1.0,-0.1,-1,-0.3,-4
O=C(CSc1ccc(-c2cccnc2)nn1)Nc1ccc(Br)cc1,-6,9,3.9,0,-8,3.9,0.0,0,-0.2,-9
Cc1ccc(C(=O)Nc2ccc(N3CCOCC3)cc2)cc1,2,-6,1.3,.,10,0.6,0.4,0,-2.7,17
COc1cc2[nH]c(=O)n(CCCCCC(=O)NCCCN3CCCC3=O)c(=O)c2cc1OC,4,8,0.0,-1,8,0.0,-1.4,1,-0.2,2
CCOc1ccc(N(CC(=O)Nc2ccccc2F)S(=O)(=O)c2c(C)[nH]c(=O)[nH]c2=O)cc1,-4,1,3.7,-2,8,3.5,3.2,-1,-0.9,9
CC(c1ccccc1)n1c(-c2ccccc2F)n[nH]c1=S (configuration not stated),0,-10,1.6,-1,-5,4.5,-0.3,2,1.4,-1
O=C(C1CCC1)N1CCc2cc(S(=O)(=O)NC3CCCC3)ccc21,7,-2,-0.9,-4,4,3.2,-0.2,3,-3.8,10
CCOc1ccc(CCNC(=O)CS(=O)(=O)Cc2nc(-c3ccccc3F)oc2C)cc1,7,-3,1.6,-1,-6,3.7,-3.4,0,-1.9,34
COCCCn1c(=O)/c(=C\c2ccccc2OC(C)C)s/c1=C(/C#N)C(=O)Nc1ccc(C(=O)O)cc1,-10,-17,-1.5,-2,5,1.7,2.1,-1,-2.0,-49
COc1ccc(Cl)cc1-c1nc(-c2ccc(NC(=O)c3ccncc3)cc2)no1,0,-13,-3.1,2,4,1.4,-2.8,0,-1.8,-18
CC1(C)C2CC=C(/C=N/NC(=O)c3ccccc3Br)C1C2 (configuration not stated),0,-3,-1.7,-3,.,4.5,-0.4,-3,-2.7,-2
C=CCN1C=C(C(=O)c2ccccc2)C(=O)CC1,-2,4,.,-1,9,4.1,.,-2,-0.8,10

Continuation.
Structure,Tat export inh,PvdQ inh,AddAB inh,Wnt bcat act,Rtt109 Vps75,phage Ecoli inh,Ecoli viability,DAGLB inhibitor,CAL PDZ inh,PfHsp90 yeast 2
CCc1ccc(-c2cc(C(F)(F)F)n3nc(C(=O)Nc4cnn(Cc5ccccc5C)c4)cc3n2)s1,-6,-6,1.6,.,-5,1.5,2.4,1,-0.4,-13
CCOC(=O)C1CCN(c2nc(-c3ccccc3)nc3c2oc2ccccc23)CC1,-7,-13,-1.1,.,-5,1.1,-2.4,-6,0.2,25
Cc1ccc(CNC(=O)C(CCC(N)=O)NC(=O)OCc2ccccc2)cc1 (configuration not stated),-18,-14,-1.5,4,-3,1.3,-2.8,-2,0.1,-8
COc1cc(=O)[nH]c(SCc2c(F)c(F)c(F)c(F)c2F)n1,-2,-13,-1.2,.,-2,2.0,-1.7,-1,-3.0,1
CC[C@]12c3[nH]c4ccccc4c3CCN1C(=O)C(CC(=O)NC/C=C(\C)CCC=C(C)C)C[C@@H]2C(=O)N1CCN(C(=O)c2ccco2)CC1 (some centres not stated),21,-10,0.3,-3,1,0.9,0.9,6,0.6,43
Cc1cccc(NC(=O)COc2nsnc2N2CCOCC2)c1,-4,-7,1.9,.,-7,2.7,1.1,0,.,-7
O=C(c1ccc2c(c1)OCO2)C1CCCN(Cc2c(F)ccc(F)c2F)C1 (configuration not stated),8,-13,0.3,-3,1,1.2,-0.8,-15,-1.6,-10
Cc1cc(=O)c(C(=O)O)nn1-c1ccccc1,-19,-3,-1.7,0,-11,0.4,0.2,3,-0.8,16
CCN(CC(=O)NC(C)C)C(=O)CCNC(=O)c1ccc(Cl)cc1,-2,-13,4.6,-3,9,0.8,1.5,0,-0.5,29
O=C(COc1ccc(Cl)cc1)NCc1nnc(SCC(=O)NCC2CCCO2)o1 (configuration not stated),-2,-11,4.3,2,-2,3.3,1.4,1,-2.4,.
O=C(Cc1ccccc1F)NCC(=O)Nc1ccccc1Br,3,-7,-0.2,0,-2,1.3,-0.6,-2,0.0,-34
CCO[C@H]1OC(C(=O)NCc2nc3ccccc3[nH]2)=C[C@@H](C2CC2)[C@@H]1CCCO,-8,11,0.8,-13,-5,0.3,-1.4,-2,0.2,8
Cc1cccc(NC(=O)CN2CCC(C(=O)c3ccc4c(c3)OCCO4)CC2)c1,-6,-11,1.3,-3,-2,0.7,-0.5,-5,-3.1,9
CNC(=O)C(=O)NCCC1CCCCN1S(=O)(=O)c1cccs1 (configuration not stated),4,19,1.9,-2,-1,2.7,1.4,-4,-0.4,4
COc1ccccc1NC(=O)CSc1nnc(COc2ccc(Cl)cc2)n1Cc1ccco1,13,7,-0.4,3,9,0.5,1.3,-3,-0.7,-34

(list continues)
Structure,Tat export inh,PvdQ inh,AddAB inh,Wnt bcat act,Rtt109 Vps75,phage Ecoli inh,Ecoli viability,DAGLB inhibitor,CAL PDZ inh,PfHsp90 yeast 2
CC(=O)c1c(C)nc(-c2ccc(Cl)cc2)nc1N=CN(C)C,3,-16,1.9,.,4,0.8,1.4,-3,4.7,25
CC(=O)c1cc(NC(=O)c2ccccc2)c(=O)oc1/C=C/N(C)C,-11,6,0.8,.,1,2.0,-0.4,-4,0.1,-4
O=[N+]([O-])c1ccc(OCc2cccc(COc3ccc([N+](=O)[O-])cc3)n2)cc1,0,-17,1.6,.,3,0.6,-0.7,-3,0.3,-7
COc1ccccc1OCc1csc(N)n1,-9,-5,4.1,0,-2,5.1,-1.9,1,-3.7,17
Cc1ccnc(SCC(=O)c2ccc(Br)s2)n1,-3,2,-1.4,.,.,4.5,2.0,-2,-2.1,15
Cc1cc(C)nc(SCc2ccc(C(=O)N/N=C/c3ccccc3C(=O)O)cc2)n1,2,-13,-1.0,0,7,4.4,0.8,-5,-0.7,15
C[C@@]12CC[C@H]3OC(=O)C=C3C1CC[C@@]13CC(CCC12)[C@](CO)(O[C@H]1O[C@H](CO)[C@@H](O)[C@H](O)[C@H]1O)C3 (some centres not stated),1,-2,2.2,-1,1,4.9,-1.3,0,1.2,-37
Cc1ccc(-c2nnn(CC(=O)N(c3ccccc3F)C(C(=O)NCC3CCCO3)c3c[nH]c4ccccc34)n2)cc1 (configuration not stated),13,2,-0.7,-5,2,0.9,0.6,-1,-0.2,8
Cc1nc(N[C@@H](Cc2c[nH]c3ccccc23)C(=O)O)c2oc3ccccc3c2n1,-2,9,1.7,0,-1,-1.8,2.2,.,.,.

Bioassay records as filed in PubChem BioAssay.
